Compound activity: PubChem, several laboratories
hcDAF12 agonist = activates DAF-12 receptor from parasite H. contortus; activation, % at 6.8 µM; HEK293 hcDAF-12 lit1-tk-luc reporter, luminescence; 0% DMSO, 100% Δ7-dafachronic acid; actives 1.4% (n = 370,000);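 active = activation above the mean of all tested compounds plus 3 SD, cut at about 5.5% in these data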;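 note: 100% = response to 3 µM Δ7-dafachronic acid high control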
DAX1 inh-1 = blocks DAX1 repression of SF-1 activated StAR promoter; inhibition, % at 6.8 µM; actives 1.1% (n = 370,000); AID 652010; HEK293T StAR-luciferase reporter, SF-1/DAX-1 repression relief;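 active = inhibition above the mean over all tested compounds plus 3 SD, cut at about 3.6% in these data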;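 note: 0% = DAX-1 cells with DMSO and 100% = cells lacking DAX-1 with DMSO; higher inhibition means more luminescence from relief of DAX-1 repression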
ssDAF12 agonist = activates DAF-12 receptor from parasite S. stercoralis; HEK293 ssDAF-12/GRIP1 lit1-tk-luc reporter, luminescence; % of 3 µM dafachronic acid response; activation, % at 6.8 µM; actives 1% (n = 370,000); AID 652126;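 active = activation above the mean over all tested compounds plus 3 SD, cut at about 0.9% in these data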;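 note: 0% = DMSO-only wells and 100% = 3 µM delta7-dafachronic acid wells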
NPR2 activator = GC-B (human) receptor activation; P20594; HEK293-GC-B cells, CNP EC30, cGMP TR-FRET; 0% at EC30 CNP, 100% saturating CNP; activation, % at 10 µM; actives 0.11% (n = 370,000); AID 1920062;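 active = activation at 10 µM reaching about 35% in either raw or pattern-adjusted values, limit read from the data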
hgDAF-12 ag = hgDAF-12 agonism, primary luciferase screen | HEK293 GAL4-hgDAF12 UAS-luciferase reporter, agonist luminescence; normalized to butyrate control | activation, % at 6.8 µM | actives 1.8% (n = 370,000) | AID 687014;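 active = activation above a cutoff set at the mean of all screened compounds plus 3 SD, cut at about 10% in these data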;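 note: 0% = DMSO wells and 100% = sodium butyrate wells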
FXN GAA850 act = activators of GAA850 frataxin (FXN) promoter; AID 540364; activation, % at 6 µM; HEK293 lucGAA850 FXN promoter luciferase reporter, 24 h; percent of 10 µM SAHA response; actives 0.56% (n = 360,000);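 active = activation above the average of all compounds screened plus 3 SD, cutoff fixed separately per campaign, cut at about 7.5% in these data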;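 note: 0% = DMSO wells and 100% = 10 µM SAHA wells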
GC-A act = GC-A (human) enzyme activation; P16066; activation, % at 10 µM; HEK293 GC-A cells, cGMP TR-FRET, EC30 ANP; 0% at EC30 ANP, 100% saturating ANP; actives 0.14% (n = 370,000); AID 1671463; in the data active = activation above about 40%
Target sequence (P16066 whole entry, looked up): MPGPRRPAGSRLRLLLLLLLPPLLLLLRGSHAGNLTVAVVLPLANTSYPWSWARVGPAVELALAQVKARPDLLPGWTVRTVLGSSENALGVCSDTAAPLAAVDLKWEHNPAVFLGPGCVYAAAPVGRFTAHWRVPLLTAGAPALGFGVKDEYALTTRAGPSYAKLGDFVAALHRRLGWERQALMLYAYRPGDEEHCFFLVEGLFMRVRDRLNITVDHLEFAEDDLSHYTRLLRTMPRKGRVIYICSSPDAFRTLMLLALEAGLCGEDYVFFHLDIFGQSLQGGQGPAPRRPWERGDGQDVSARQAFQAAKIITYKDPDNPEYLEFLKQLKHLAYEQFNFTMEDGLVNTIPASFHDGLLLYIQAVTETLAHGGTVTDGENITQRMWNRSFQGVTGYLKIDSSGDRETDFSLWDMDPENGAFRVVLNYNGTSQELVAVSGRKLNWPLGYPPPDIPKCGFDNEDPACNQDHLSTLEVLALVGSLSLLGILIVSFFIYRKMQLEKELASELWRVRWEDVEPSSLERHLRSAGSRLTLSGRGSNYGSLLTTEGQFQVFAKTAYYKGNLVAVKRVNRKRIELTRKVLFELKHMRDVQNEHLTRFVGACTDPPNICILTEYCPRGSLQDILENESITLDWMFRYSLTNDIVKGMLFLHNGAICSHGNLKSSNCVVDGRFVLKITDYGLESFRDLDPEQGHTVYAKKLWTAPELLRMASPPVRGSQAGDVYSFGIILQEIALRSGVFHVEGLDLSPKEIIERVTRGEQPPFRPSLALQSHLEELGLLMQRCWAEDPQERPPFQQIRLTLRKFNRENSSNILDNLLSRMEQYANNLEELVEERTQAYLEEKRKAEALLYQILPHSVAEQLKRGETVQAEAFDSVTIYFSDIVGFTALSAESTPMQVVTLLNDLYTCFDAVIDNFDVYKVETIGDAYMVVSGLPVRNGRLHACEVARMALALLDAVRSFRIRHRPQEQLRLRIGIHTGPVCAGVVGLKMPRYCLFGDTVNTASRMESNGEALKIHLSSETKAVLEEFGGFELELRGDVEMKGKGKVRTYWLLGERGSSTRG
ADAM10 inh = inhibits human ADAM10; O14672; recombinant ADAM10, EDANS/DABCYL FRET peptide cleavage, 3 h; inhibition, % at 7 µM; actives 0.62% (n = 370,000);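 active = inhibition above a per-campaign cutoff equal to the mean of compounds falling between control-based bounds plus 3 SD, cut at about 20% in these data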;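 note: 0% = DMSO wells while the 100% control is not disclosed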
SMARCA2 act = activators of SMARCA2 function; MG213 cells, MMTV-luciferase reporter, dexamethasone, overnight; activation, % at 9.1 µM; actives 1% (n = 370,000); AID 652017; in the data active = activation above about 7.8%;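 note: 0% = vehicle wells and 100% = reference activator wells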
sPLA2-III inh = Inhibits HGIII-sPLA2 liposome hydrolysis, primary screen; QFRET BODIPY PC-A2 liposome hydrolysis, fluorescence; inhibition, % at 12.2 µM; Q9NZ20; actives 0.56% (n = 370,000);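 active = inhibition above mean plus 3 SD of compounds lying within the high and low control bounds, cut at about 19% in these data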;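 note: 0% = median of test compound wells and 100% = no enzyme DMSO wells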
DAX1 inh-2 = inhibitors of human orphan nuclear receptor DAX1 (NR0B1); P51843; HEK293 Gal4-DAX1 luciferase reporter, luminescence; inhibition, % at 6.75 µM; actives 0.99% (n = 340,000); AID 504766;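 active = inhibition above the mean over all tested compounds plus 3 SD, cut at about 4.2% in these data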;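 note: 0% = DAX1-transfected cells with DMSO and 100% = empty-vector control cells with DMSO; inhibition shows as a rise in luminescence from relieved DAX1 repression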
Numbers without * were called inactive; i = inactive; x = no result given. Compounds were not picked by outcome; any-hit rate near 6.6%.

SMILES	hcDAF12 agonist	DAX1 inh-1	ssDAF12 agonist	NPR2 activator	hgDAF-12 ag	FXN GAA850 act	GC-A act	ADAM10 inh	SMARCA2 act	sPLA2-III inh	DAX1 inh-2
CCCCn1c(N)c(N(CC(C)C)C(=O)CCC2CCCCC2)c(=O)[nH]c1=O	-0.6	0.3	-0.7	-4.2	-2.4	2.4	3.6	-1.3	-0.8	-1.3	0.6
C=CCNC(=O)c1scc2c1CCCC2	0.4	0.2	-0.6	2.1	-0.6	2.9	4.9	2.7	-4.0	-4.3	0.8
COc1ccc(NC(=O)CSc2nnc(-c3ccncc3)o2)c([N+](=O)[O-])c1	0.1	-2.2	-0.7	1.1	1.4	1.7	0.7	-10.6	-2.0	1.6	1.3
Cc1cc(S(=O)(=O)Nc2ccc(C(=O)NCc3ccncc3)cc2)ccc1F	-0.3	0.3	-0.4	7.5	5.5	0.5	-1.0	0.7	3.2	-1.1	1.0
Nc1ccc(N(CCO)CCO)cc1	-0.9	-1.1	-2.0	-4.7	-2.2	-3.8	-15.2	-5.5	-4.5	-5.9	0.6
CCC1(CC)N=C(c2ccccc2)C(=S)N1	-1.8	-0.4	-1.5	1.5	1.0	-0.1	4.2	-2.0	-1.5	3.9	0.4
COC(=O)c1c(NC(=O)c2nn(C)cc2Cl)sc2c1CCCC2	-0.2	-0.3	-1.5	-14.1	-1.0	-2.7	-6.4	-17.6	-1.1	-1.9	0.2
Cc1c(N(C)C(=O)c2ccco2)c(=O)n(-c2ccccc2)n1C	-0.5	0.3	-1.3	2.5	0.3	2.0	1.8	-4.2	-1.1	0.0	-1.0
Cc1cccc(C(=O)NCCNC(=O)c2ccccn2)c1	-1.3	0.1	-1.4	0.2	2.2	0.0	4.7	-8.6	1.5	6.8	1.7
CCCCSc1nc(O)c(C2OC(=O)c3c2ccc(OC)c3OC)c(=O)n1-c1ccccc1 (stereo not given)	-1.1	-0.5	-0.9	-3.8	0.2	-1.1	-1.3	-6.2	0.2	1.1	-0.7

A draw from above in order of molecular weight, falling.
SMILES	hcDAF12 agonist	DAX1 inh-1	ssDAF12 agonist	NPR2 activator	hgDAF-12 ag	FXN GAA850 act	GC-A act	ADAM10 inh	SMARCA2 act	sPLA2-III inh	DAX1 inh-2
COC(=O)c1c(NC(=O)c2nn(C)cc2Cl)sc2c1CCCC2	-0.2	-0.3	-1.5	-14.1	-1.0	-2.7	-6.4	-17.6	-1.1	-1.9	0.2
Cc1cccc(C(=O)NCCNC(=O)c2ccccn2)c1	-1.3	0.1	-1.4	0.2	2.2	0.0	4.7	-8.6	1.5	6.8	1.7
CCC1(CC)N=C(c2ccccc2)C(=S)N1	-1.8	-0.4	-1.5	1.5	1.0	-0.1	4.2	-2.0	-1.5	3.9	0.4

Later entries.
SMILES	hcDAF12 agonist	DAX1 inh-1	ssDAF12 agonist	NPR2 activator	hgDAF-12 ag	FXN GAA850 act	GC-A act	ADAM10 inh	SMARCA2 act	sPLA2-III inh	DAX1 inh-2
O=C(CN1C(=O)C2C3C=CC(C3)C2C1=O)N1CC=C(c2ccccc2)CC1 (stereo not given)	-1.2	0.4	-1.1	-1.9	-2.2	0.7	1.9	7.3	-3.2	7.7	0.6
Cc1cc(C(=O)C(=O)N(C)C)c(C)n1-c1ccc([N+](=O)[O-])cc1	-2.4	-0.9	-0.8	3.5	0.7	-0.7	-3.8	1.6	-0.7	-3.6	-1.3
Cc1ccc(S(=O)(=O)Nc2ccccc2C(=O)N2CCN(C)CC2)cc1	-1.7	-0.8	-0.7	5.2	-1.0	-0.4	3.5	0.3	0.8	-3.3	0.3
Cc1ccc(NC(=O)Nc2cccs2)c(Cl)c1	0.7	-0.9	-0.4	3.3	5.5	0.0	4.7	-6.7	-0.7	-0.3	-0.8
CCCN1C(=O)C2(OCCO2)c2cc(Cl)ccc21	-1.5	0.1	-0.6	6.0	0.1	0.7	0.6	1.2	0.6	-1.1	0.0
N/C(=N\NC(=O)c1ccccc1)c1cc2ccccc2oc1=O	-0.1	1.8	0.5	-3.1	12.2*	2.2	-1.1	-24.1	3.3	-2.3	-0.3
CCO[C@H]1OC(C(=O)N2CCN(Cc3ccc4c(c3)OCO4)CC2)=C[C@@H](c2ccc(Br)cc2)[C@@H]1CCCO	-1.6	-0.3	-1.5	-3.8	-2.9	-0.3	-3.7	24.5*	-2.0	-37.5	-1.2
COc1ccc(CCNC2CCc3ccccc3C2)cc1 (stereo not given)	0.1	1.1	-1.1	-2.3	-2.9	2.9	-7.7	12.4	2.7	-5.8	0.0
Cc1ccccc1NC(=O)COc1coc(CN2CCCc3ccccc32)cc1=O	2.0	0.7	-0.3	-2.9	-0.7	-0.8	-1.1	-28.5	-2.0	-4.3	-0.9
N=c1cc(C2(O)CCCCC2)n2c(nc3ccccc32)s1	3.4	3.6*	0.3	-0.9	10.7*	4.4	-1.4	-0.1	3.8	-2.4	1.5
COc1ccc(CN2C(=O)CC(Cc3ccc(C)cc3)C2=O)cc1OC (stereo not given)	0.2	-0.3	-1.7	3.1	-2.8	2.7	-2.8	3.9	3.4	-3.9	0.3
CCOC(=O)c1sc(NC(=O)c2ccc(S(=O)(=O)N3CCCCCC3)cc2)nc1-c1ccccc1	2.7	-0.5	-0.5	6.6	2.1	0.5	2.5	-0.6	1.7	0.6	0.9
O=C(COC(=O)CN1C(=O)c2ccccc2C1=O)Nc1ccccc1[N+](=O)[O-]	1.1	0.2	-0.7	1.1	1.4	-0.3	-4.0	6.0	-1.8	12.7	-0.1
Cc1ccccc1NC(=O)NCc1ccco1	-0.5	-0.4	-0.5	-2.0	-0.5	0.7	6.2	9.7	-0.4	2.4	1.1
Cc1ccc2nc(-c3ccc(CN4CCC(c5nc6ccccc6[nH]5)CC4)cc3)c(-c3ccccc3)nc2c1	-3.8	-3.8	-1.9	14.8	-4.1	x	-0.3	-93.7	4.9	0.7	x
O=C(CSc1nnc(SCc2ccccc2)s1)N/N=C/c1ccc(Cl)cc1Cl	-0.7	0.1	-1.1	1.3	1.2	0.8	0.6	-5.3	-3.8	8.8	-0.7
Oc1ccccc1C=NC1CCCCC1N=Cc1ccccc1O (stereo not given)	-0.1	0.0	-0.7	-1.5	-1.4	-0.5	3.7	-8.7	-2.4	2.2	1.2
O=C1NCCCC1C(=O)N/N=C/c1ccccc1[N+](=O)[O-] (stereo not given)	0.9	0.1	-0.5	-4.2	-0.3	1.6	-0.7	-8.1	-0.3	0.1	2.4
COC(=O)c1cc(S(=O)(=O)NCC2CCN(CCc3cccs3)CC2)c[nH]1	1.7	-0.1	-1.2	6.8	0.6	-1.0	0.0	0.4	-3.9	-7.4	0.8
CNc1oc(-c2ccccc2Cl)nc1P(=O)(c1ccccc1)c1ccccc1	-3.4	-0.1	-1.8	-15.8	-3.0	2.8	-17.2	-18.4	-4.4	-13.7	-2.2
CCN(CC)C(=O)CCc1nc2sc3c(c2c(=O)[nH]1)CCCC3	-2.2	0.1	-2.0	-4.2	-2.8	-0.9	-0.1	1.9	-1.9	-0.8	0.1
Cc1ccc2ccc3ccc(C)nc3c2n1	-2.9	-5.6	-1.4	0.7	-2.9	-6.7	3.9	-7.4	-5.6	-2.2	-3.4
O=C(Nc1cccc(Cl)c1)N1CCN(C/C=C/c2ccccc2)CC1	-0.6	-0.6	-1.3	-4.1	-2.0	-0.7	0.5	7.5	-3.0	-25.9	-1.5
C=CCn1c(SCC(=O)Nc2ccc(C(=O)O)cc2)nnc1-c1cccnc1	1.3	0.4	-1.2	1.5	3.5	0.5	1.0	1.5	2.4	-2.1	-0.3
COCCNC(=O)c1oc2ccc3c(c2c1C)C(O)CC(C)(C)O3 (stereo not given)	-1.9	0.5	-1.1	-0.1	1.8	1.2	-2.3	-101.2	1.9	1.1	-1.0
CCOC(=O)c1sc(/N=C/Nc2nc(C)c(C(=O)OCC)s2)nc1C	-2.3	1.0	-0.9	3.3	0.8	0.2	1.3	10.4	-0.2	-2.8	1.8
Cc1ccc(-n2c(C)nnc2SCC(=O)N(C)c2c(N)n(Cc3ccccc3)c(=O)[nH]c2=O)cc1	-0.3	0.5	-0.1	1.0	5.2	0.1	3.1	-7.8	-0.1	1.8	2.4
O=C(Nc1ccc2c(c1)C(=O)NC2=O)c1ccccc1Cl	2.5	1.1	-1.3	0.2	1.9	-1.6	3.4	i	-0.4	-1.1	2.5
CC(=O)NC(Cc1ccc(O)cc1)C(=O)NN (stereo not given)	-0.2	0.4	-1.8	2.6	0.7	1.5	1.7	1.1	0.1	-0.4	2.0
O=C1Nc2ccccc2OCc2c1cccc2[N+](=O)[O-]	-2.2	-0.5	-1.3	-5.4	-2.3	1.1	-2.1	4.8	1.8	1.2	-0.1
CC1CN(C(=O)c2ccc(-c3ccccc3Cl)o2)CC(C)O1 (stereo not given)	-1.0	0.1	-1.2	-4.2	3.5	4.4	1.4	0.5	-0.1	-6.0	0.0
CC1=C(C(=O)N2CCOCC2)C(c2ccc(Br)cc2)NC(=S)N1c1ccccc1 (stereo not given)	-0.6	0.2	-0.7	-5.8	-0.3	2.4	-22.4	-5.8	0.5	12.6	0.8
CCOc1ccc(C(=O)N2CCN(c3ccccn3)CC2)cc1OCC	-0.8	-0.8	-1.6	9.8	1.2	-0.1	4.4	-8.3	-0.2	-3.9	-0.8
CC(=O)N1CCc2c(sc(NC(=O)c3cccc(N4C(=O)CCC4=O)c3)c2C(N)=O)C1	-0.5	-0.2	-1.3	1.7	-0.5	-0.4	-1.1	-29.0	-0.9	0.3	0.1
CCCCCCCC1(C)NC(=O)N(CC(=O)Nc2cc(C)on2)C1=O (stereo not given)	-0.6	1.1	-1.6	2.0	1.9	-1.2	2.6	4.8	-2.5	-2.5	0.8
COc1ccc(-c2c(C(F)(F)F)nn(C)c2NC(=O)c2cccnc2)cc1	-0.2	-0.3	-0.9	-0.9	0.2	2.1	-2.0	-4.3	-0.2	0.3	x
COc1ccc(C=C(c2ccc(OC)cc2)c2ccc(OC)cc2)cc1	-1.1	0.0	-1.0	1.5	-0.5	-2.1	-2.9	-81.5	-1.8	-0.1	0.7
N/C(=N\C(=S)Nc1ccccc1)c1ccccc1	6.0*	2.4	0.2	0.4	16.4*	4.4	6.0	1.6	4.4	1.9	4.7*
C#CC(CC)(CC)NC(=O)Nc1ccccc1C(=O)OC	1.7	-0.5	-1.4	-2.4	3.7	0.7	-3.2	-44.3	5.2	-1.5	-0.1
CCCCCCCCN1C(=O)[C@H](CC(=O)NCc2ccc(C)o2)C[C@@]2(C(=O)OCC)CCC=C12	-0.7	-0.3	-1.2	0.9	0.5	x	-0.4	-3.9	2.0	-16.0	x
COc1ccc(C2C=C(C)Nc3ncnn32)cc1 (stereo not given)	0.1	1.6	-1.2	-3.0	2.6	-0.1	-2.0	-154.7	1.9	6.8	4.6*
CCCCN(CC)CCNC(=O)C1CCN(S(=O)(=O)c2cccc3nsnc23)CC1	-0.3	-1.7	-1.6	10.0	0.5	0.3	-1.1	-8.2	0.1	1.4	-0.2
COc1ccc2nc(COC(=O)c3ccco3)c(C(C)=O)[n+]([O-])c2c1	-0.5	0.0	-0.8	2.4	2.1	1.3	1.9	-60.5	1.6	6.6	0.7
